# FN deposition inh: fibronectin deposition inhibition; AH1F fibroblasts, Alexa488-fibronectin deposition fluorescence, overnight; inhibition, % at 12.6 µM; hit rate 0.086% among 350,000; AID 743247;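 active means mean inhibition across replicates of 30% or more, regardless of how many single replicates reach that level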;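 further: positive control wells lacked labelled fibronectin entirely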
#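 test system = AH1F fibroblasts assembling fluorescent fibronectin matrix | quantity = 10000 AH1F cells per well | buffer or medium = DMEM plus 2% serum, read in PBS | doses = single dose, pinned | incubation = 1 h cell attachment, overnight exposure to compound and label | detection = fluorescence at 485 nm excitation, 525 nm emission | read-out basis = inhibition from reduced deposited-fibronectin fluorescence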
# ERAP1 inh: ERAP1 (human) enzyme inhibition | AID 652197 | hit rate 0.15% among 340,000 | inhibition, % at 10.7 µM | recombinant ERAP1, Leu-AMC fluorescence, 60 min | Q9NZ08;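 active means mean replicate inhibition of at least 30%, or all replicates individually reaching that 30% level; inactive means mean below 30% and not every replicate reaching it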;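 further: 0% = neutral control wells and 100% = L-leucinethiol positive control wells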
# Target sequence (Q9NZ08 whole entry, looked up): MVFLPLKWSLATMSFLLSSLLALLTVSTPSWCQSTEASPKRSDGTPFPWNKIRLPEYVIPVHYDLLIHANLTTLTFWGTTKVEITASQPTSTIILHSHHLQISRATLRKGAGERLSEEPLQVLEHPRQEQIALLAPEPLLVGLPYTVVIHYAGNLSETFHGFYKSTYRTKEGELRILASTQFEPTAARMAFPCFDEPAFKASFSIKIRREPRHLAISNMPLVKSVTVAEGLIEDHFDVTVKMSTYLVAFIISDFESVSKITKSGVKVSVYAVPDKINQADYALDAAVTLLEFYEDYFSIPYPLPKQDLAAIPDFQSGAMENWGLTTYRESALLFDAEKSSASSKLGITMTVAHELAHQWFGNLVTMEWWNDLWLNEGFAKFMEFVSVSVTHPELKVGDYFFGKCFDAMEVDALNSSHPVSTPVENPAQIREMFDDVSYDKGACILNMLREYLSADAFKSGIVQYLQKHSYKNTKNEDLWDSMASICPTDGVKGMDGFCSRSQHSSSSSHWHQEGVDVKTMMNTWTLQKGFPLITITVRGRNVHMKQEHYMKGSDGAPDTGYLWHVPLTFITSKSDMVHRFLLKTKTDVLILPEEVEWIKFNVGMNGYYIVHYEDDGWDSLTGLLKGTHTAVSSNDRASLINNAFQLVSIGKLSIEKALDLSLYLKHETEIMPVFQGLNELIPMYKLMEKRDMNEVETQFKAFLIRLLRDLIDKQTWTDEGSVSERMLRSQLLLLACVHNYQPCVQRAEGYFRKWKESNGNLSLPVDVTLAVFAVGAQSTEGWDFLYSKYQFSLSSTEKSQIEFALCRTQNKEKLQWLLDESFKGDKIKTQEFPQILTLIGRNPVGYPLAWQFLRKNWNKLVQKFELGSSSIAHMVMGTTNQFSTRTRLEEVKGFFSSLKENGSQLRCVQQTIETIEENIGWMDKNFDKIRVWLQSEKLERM
# S100A4 inh HTS: S100A4-myosin IIA interaction inhibition | P26447 | S100A4/TAMRA-MyoIIA peptide fluorescence polarization | inhibition, % at 10.7 µM | hit rate 0.14% among 360,000 | AID 652163;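 active means mean inhibition of at least 70% across replicates, with every replicate also reaching that level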
# Target sequence (P26447 whole entry, looked up): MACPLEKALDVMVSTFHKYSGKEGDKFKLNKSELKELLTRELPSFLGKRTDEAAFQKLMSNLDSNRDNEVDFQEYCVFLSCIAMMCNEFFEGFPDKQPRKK
#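 Material: S100A4 monomer protein / Buffer or medium: 50 mM HEPES pH 7.2, 10 mM CaCl2, 100 mM KCl / Times: 5 min incubation before reading / Benchmarks: neutral control DMSO, positive control TFP / Reagent: labelled myosin peptide probe, 5 nM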
# EWS-Fli block: blocks EWS/Fli oncoprotein-driven transcription; AID 651661; inhibition, % at 12.6 µM; A673 NR0B1-luciferase reporter, viability-normalised; hit rate 0.67% among 350,000;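 active means mean inhibition of at least 50% after viability correction, with every replicate also passing that limit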;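 further: firefly luciferase signal divided by Alamar Blue viability fluorescence both relative to DMSO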
# PGC1a acetyl inh: modulators of PGC1a acetylation. U2OS PGC1a acetylation, AlphaScreen anti-acetyl-lysine; with virally co-expressed GCN5 acetyltransferase. inhibition, % at 15.6 µM. hit rate 0.17% among 350,000;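 active means every replicate shows inhibition of at least 40%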;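 further: 0% = neutral control wells and 100% = positive control wells; some results beyond the cut were filed as inactive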
# PglD inh: inhibitors of Campylobacter jejuni PglD acetyltransferase | inhibition, % at 12.5 µM | AID 602405 | purified PglD enzyme, DTNB colorimetric CoA detection | hit rate 0.098% among 360,000; in the data active means inhibition above about 16%, passing the limit was not always enough; further: strong numbers were not always called active
# PAX8 inh HTS: inhibitors of PAX8 transcriptional activity in RMG-I cells | RMG-I TPO-luciferase reporter, SteadyGlo, 24 h | inhibition, % at 12.6 µM | hit rate 1.2% among 360,000;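 active means mean replicate inhibition at least 60% with every replicate also reaching 60%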;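 further: luciferase light reporting Pax8 driven TPO promoter activity; plate controls were median of neutral control wells for no effect and mitoxantrone controls for full effect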
# LGR2 inh: inhibitors of bursicon-induced Drosophila LGR2 receptor cAMP signaling | HEK293 LGR2, CRE-luciferase, bursicon-stimulated, 4 h | AID 720647 | inhibition, % at 9.99 µM | hit rate 0.35% among 380,000;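 active means drop in luminescence signal, shown as inhibition above about 50% in the replicate tests, limit read from the data, passing the limit was not always enough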;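 further: agonist challenge used bursicon conditioned medium at about half maximal strength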
# An asterisk follows results filed as active; x = not tested or not shown; & = joins results of further samples.
SMILES,FN deposition inh,ERAP1 inh,S100A4 inh HTS,EWS-Fli block,PGC1a acetyl inh,PglD inh,PAX8 inh HTS,LGR2 inh
Cc1ccc(S(=O)(=O)N2CCOCC2)cc1NC(=O)COC(=O)c1cnc(Cl)c(Cl)c1,4,3,7,5,-18,0,11,2
COc1ccc2c3c([nH]c2c1)[C@@H](CO)N(Cc1ccccc1F)CC31CN(C(=O)C2CCCC2)C1,x,-3,-1,23,x,x,17,-15
Cn1cccc1Cc1nnc(SCC(=O)N2CCN(c3ccccc3)CC2)n1-c1ccc(F)cc1,0,x,x,x,5,-2,x,-4
CCCN(C(=O)Cc1csc(-c2ccccc2)n1)C1CCS(=O)(=O)C1 (stereo not given),6,2,-1,0,3,-1,1,6
CCC(C)NCCCOc1ccc(C)cc1OC (stereo not given),11,-3,-11,3,6,x,7,-2
CCc1nnc(NC(=O)CSc2nnc(-c3ccccc3OC)n2-c2ccccc2)s1,-3,x,x,x,-2,-1,5,x
COCCNC(=O)c1cc(-c2ccccc2)n(Cc2cc(C)no2)n1,-5,-1,-12,1,8,-4,0,5
Cc1ccc2nc(N(CCCN(C)C)C(=O)COc3ccc(Cl)cc3)sc2c1,5,1,-6,14,x,x,-10,-9
O=C(Nc1ccc(F)cc1)N1CCC(c2nc3c(nnn3Cc3ccccc3Cl)c(=O)[nH]2)CC1,-15,4,0,5,11,x,12,17
Cc1nc(C(=O)Nc2ccccc2)sc1C1(C)CC(c2cccc([N+](=O)[O-])c2)=NO1 (stereo not given),8,-3,-4,-22,15,-5,-45,-27
CCC(=O)c1ccc(OCC(=O)OCC(=O)N2c3ccccc3CC2C)cc1 (stereo not given),-5,-1,-2,6,6,x,0,-11
O=C(NC1CCCCC1)N[C@H]1CC[C@@H](CCNS(=O)(=O)c2ccccc2)O[C@@H]1CO,x,-1,8,-4,-10,0,0,-15

# Copied from the list:
# CCCN(C(=O)Cc1csc(-c2ccccc2)n1)C1CCS(=O)(=O)C1 (stereo not given) @ PAX8 inh HTS = 1
# O=C(Nc1ccc(F)cc1)N1CCC(c2nc3c(nnn3Cc3ccccc3Cl)c(=O)[nH]2)CC1 @ ERAP1 inh = 4
# Cn1cccc1Cc1nnc(SCC(=O)N2CCN(c3ccccc3)CC2)n1-c1ccc(F)cc1 @ FN deposition inh = 0

# Some of these compounds in order of their number in S100A4 inh HTS, smallest number first:
molecule | S100A4 inh HTS
COCCNC(=O)c1cc(-c2ccccc2)n(Cc2cc(C)no2)n1 | -12
Cc1ccc2nc(N(CCCN(C)C)C(=O)COc3ccc(Cl)cc3)sc2c1 | -6
Cc1nc(C(=O)Nc2ccccc2)sc1C1(C)CC(c2cccc([N+](=O)[O-])c2)=NO1 (stereo not given) | -4
O=C(NC1CCCCC1)N[C@H]1CC[C@@H](CCNS(=O)(=O)c2ccccc2)O[C@@H]1CO | 8

# (continued)
SMILES,FN deposition inh,ERAP1 inh,S100A4 inh HTS,EWS-Fli block,PGC1a acetyl inh,PglD inh,PAX8 inh HTS,LGR2 inh
OC1(c2nc3ccccc3[nH]2)CCCCC1,-8,-2,1,1,-8,1,7,1
COc1ccc(C(C(=O)NC(C)(C)C)N(C(=O)Cn2nnc3ccccc32)c2ccc(C(C)=O)cc2)cc1O (stereo not given),-4,-2,0,-8,4,1,-22,-12
CCCNC(=O)C[C@@H]1CC[C@@H]2[C@H](COC[C@H](O)CN2C(=O)c2cccnc2)O1,-7,0,-3,-8,0,-3,-19,4
CC(C)NC(=O)N(C)C[C@H]1Oc2ncc(C#Cc3ccccc3F)cc2C(=O)N([C@@H](C)CO)C[C@H]1C,12,-4,2,-4,8,3,x,-14
O=C(c1cc(-c2ccco2)on1)N1CCN(c2ccccc2)CC1,11,2,-1,18,x,4,-15,18
CCc1ccc2cc(C)cc(C)c2n1,14,-2,6,-3,-6,1,23,-11
COc1ccc(-c2csc(NC(=O)CCS(=O)(=O)c3ccccc3)n2)c(OC)c1,15,0,2,3,x,x,47,12
Cc1nc2ccccc2c(=O)n1/N=C/C=C/c1ccccc1,-4,x,0,6,5,x,23,-3
CC1CC(NNC(=O)c2ccccc2)=Nc2ccccc2N1C (stereo not given),4,x,x,x,0,-6,-3,10
CCNc1c(NCC)c(=O)c1=O,-2,x,7,-2,x,x,16,1
CC1CN(c2nc3ccccc3nc2NS(=O)(=O)c2ccccc2)CC(C)O1 (stereo not given),-3,-2,-1,6,-1,3,24,-13
NC(=O)C1CCN(C(=O)c2ccccc2SCC(=O)NCC2CCCCC2)CC1,0,1,3,6,0,3,28,36

# Three structures from above, ordered by SMILES length, lowest first.
SMILES,FN deposition inh,ERAP1 inh,S100A4 inh HTS,EWS-Fli block,PGC1a acetyl inh,PglD inh,PAX8 inh HTS,LGR2 inh
CCNc1c(NCC)c(=O)c1=O,-2,x,7,-2,x,x,16,1
COc1ccc(-c2csc(NC(=O)CCS(=O)(=O)c3ccccc3)n2)c(OC)c1,15,0,2,3,x,x,47,12
CC(C)NC(=O)N(C)C[C@H]1Oc2ncc(C#Cc3ccccc3F)cc2C(=O)N([C@@H](C)CO)C[C@H]1C,12,-4,2,-4,8,3,x,-14

# Filtered by structure, the compounds so far containing an NH in an aromatic ring
SMILES,FN deposition inh,ERAP1 inh,S100A4 inh HTS,EWS-Fli block,PGC1a acetyl inh,PglD inh,PAX8 inh HTS,LGR2 inh
COc1ccc2c3c([nH]c2c1)[C@@H](CO)N(Cc1ccccc1F)CC31CN(C(=O)C2CCCC2)C1,x,-3,-1,23,x,x,17,-15
O=C(Nc1ccc(F)cc1)N1CCC(c2nc3c(nnn3Cc3ccccc3Cl)c(=O)[nH]2)CC1,-15,4,0,5,11,x,12,17
OC1(c2nc3ccccc3[nH]2)CCCCC1,-8,-2,1,1,-8,1,7,1

# Other entries.
SMILES,FN deposition inh,ERAP1 inh,S100A4 inh HTS,EWS-Fli block,PGC1a acetyl inh,PglD inh,PAX8 inh HTS,LGR2 inh
Cc1ccn2c(=O)nc(SCC(=O)Nc3cccc4ccccc34)nc2c1,3,-5,-2,13,1,-2,0,20
Cc1cccc(N2C(=O)NC3(CCCCC3)C2=O)c1,-2,x,x,x,-5,1,-17,x
COc1cccc(C(=O)N2N=C(c3cccc(OC)c3)CC2(O)C(F)(F)F)c1 (stereo not given),8,x,x,x,-4,3,x,-24
O=C(C1CCC1)N1C[C@@H]2N[C@H](C1)C2c1ccc(-c2cccc(F)c2)cc1 (stereo not given in full),4&-3,3&0,-16&1,-6&-3,0&1,x,x,-2&6
C[C@@H]1CN([C@@H](C)CO)C(=O)c2cccc(N(C)C)c2O[C@H]1CN(C)S(=O)(=O)c1ccc(F)cc1,x,0,-3,-1,-15,-7,-19,-4
COc1ccc(NC(=O)Nc2ccc3c(c2)C(=O)N([C@H](C)CO)C[C@H](C)[C@@H](CN(C)C(=O)Nc2cccc4ccccc24)OCCCC[C@@H](C)O3)cc1,-2,-3,-11,-6,4,1,-6,11
O=c1c2c3n(c(=S)nc2[nH]n1-c1ccccc1)CCCCC3,-4,x,x,x,-5,1,x,-1
COCCOC(=O)N1C(=O)[C@@]2(c3cc(C#CCC(C(=O)OC)C(=O)OC)ccc31)[C@H](C(=O)N1CCc3cc(OC)c(OC)cc3C1)[C@H]1C(=O)O[C@H](c3ccccc3)[C@H](c3ccccc3)N1[C@@H]2c1ccc(O)cc1,x,-2,-9,1,3,2,2,x
Cc1cc(C)c2c(=O)[nH]c(SCC(=O)c3ccc(F)c(C)c3)nc2n1,9,3,1,-2,-13,x,-11,-1
COc1ccc(NC(=O)c2ccc3c(SCC(=O)O)c4c(nc3c2)CCCC4)cc1Cl,-1,-4,-3,5,x,x,1,-11
COc1cccc(/C=N/Nc2ncc(C)c(=O)[nH]2)c1OC,-5,0,5,-9,x,5,-27,-2
O=C(CSc1nc(Cc2ccccc2)nc2ccccc12)Nc1nc2c(s1)CCCC2,x,-4,-16,-13,-7,1,x,-1
COC(=O)C1=C(C)NC(C)=C(C(=O)OC)C1C(=O)OCC(=O)NC1CCCCC1C (stereo not given),5,11,-8,-8,2,-1,1,15
COc1ccc(CN(C)C[C@H]2Oc3c(NS(=O)(=O)c4ccccc4)cccc3C(=O)N([C@@H](C)CO)C[C@@H]2C)cc1,x,0,6,-7,4,2,x,-3
CCN(CC)CCNC(=O)c1cc(Nc2ccc(OC)c(OC)c2)nc2ccccc12,4,1,-2,-3,-5,6,33,7
CC(=O)Nc1ccc(NC(=O)Cn2c(=O)n(-c3ccc(C)cc3)c(=O)c3oc4ccccc4c32)cc1,-6,1,-5,5,2,-6,-5,4
CC(C)N(Cc1nc(-c2ccccc2)no1)C(=O)c1ccc([N+](=O)[O-])cc1,4,2,-2,21,8,x,18,-9
Cc1ccc(C(=O)N2CCN(c3ccccn3)CC2)cc1Cl,0,-1,-2,14,x,-3,-25,0
CCC(=O)N(C)C[C@@H]1Oc2cc(C#Cc3ccccc3)ccc2S(=O)(=O)N([C@H](C)CO)C[C@@H]1C,0,-6,14,1,15,1,17,-1
Cc1ccc(C)n1NC(=O)c1ccc(O)cc1,1,-1,-5,x,-5,-2,x,-13
CCOc1ccc(N(CC(=O)Nc2ccc(Cl)cc2)S(C)(=O)=O)cc1,1,2,-1,-18,x,0,-32,-27
COc1cc(NC(=O)COC(=O)c2nc3nc(C)cc(C)n3n2)cc(OC)c1,-7,x,x,x,5,-28,x,13
NC(=O)NC(=O)COC(=O)CCCCCNS(=O)(=O)c1ccc2c(c1)OCCO2,0,4,-2,7,3,x,-14,4
O=C1CN(C(=S)Nc2ccccc2Cl)CCN1,x,-4,1,5,4,-2,-6,4
C[C@@H]1CN([C@@H](C)CO)C(=O)c2cc(NC(=O)Nc3cccc4ccccc34)ccc2O[C@@H](C)CCCCO[C@H]1CN(C)C(=O)Nc1ccccc1,-2,1,-10,-17,5,-4,-22,13
CN(C)C(=O)c1ccc(Cl)cc1[N+](=O)[O-],8,-6,-5,-8,x,x,14,19
CCOc1ccccc1N1CC(C(=O)Nc2ccc(S(=O)(=O)N3CCCCC3)cc2)CC1=O (stereo not given),1,-1,7,12,-8,7,-2,-3
CCN(CC)CCCNc1ccc2ncn3c4ccc(O)cc4c(=O)c1c23,1,33*,7,-10,x,x,x,-37
COc1cc2c(cc1OC)C(NC(=O)C(F)(F)F)C/C2=N\O (stereo not given),16,6,-3,7,-11,x,3,-12
CCO[C@@H]1c2c(ccc3ccc(=O)oc23)OC(C)(C)[C@H]1O,2,-1,2,1,10,4,-16,3
CCc1noc(C)c1C(=O)N(C)CC(=O)Nc1ccc(Cl)c(Cl)c1,1,3,1,2,x,x,12,0
CC1Nc2nc(N(C)C)[nH]c(=O)c2NC1C (stereo not given),3,2,-2,-10,x,x,-21,-5
COc1ccccc1NC(=O)/C(N=Nc1ccc(C)c(S(=O)(=O)Nc2ccccc2Cl)c1)=C(\C)O,x,-2,-8,-12,-10,3,-1,10
Cn1c(SCC(=O)c2ccc3c(c2)Cc2ccccc2-3)nnc1-c1cccc(N)c1,1,-2,7,-7,x,x,17,4
N#Cc1ccc(-c2cccnc2)nc1SCC(N)=O,-3,-2,-1,-9,-14,-11,-2,2
O=C(C[C@H]1CC[C@@H](NC(=O)c2ccccc2)[C@H](CO)O1)Nc1ccc(-c2ccccc2)cc1,0,1,18,-7,44*,2,7,24
Cn1nnnc1SCC(=O)N1CCN(S(=O)(=O)c2ccc(Cl)cc2)CC1,x,-2,-3,-1,-5,x,-4,16
